Luciferase inh: Photinus pyralis luciferase inhibition; P08659; purified P. pyralis luciferase, luminescence, biochemical; Potency, µM (top dose mostly 115 µM), for inactives: at the highest dose activity change, negative = inhibition, actives largely listed as inhibitors; 76,000 compounds, 2.5% hits; note: potency is the fitted concentration of half-maximal effect; nearly all actives have a fitted effect of over 65% in size
Target sequence (P08659 whole entry, looked up): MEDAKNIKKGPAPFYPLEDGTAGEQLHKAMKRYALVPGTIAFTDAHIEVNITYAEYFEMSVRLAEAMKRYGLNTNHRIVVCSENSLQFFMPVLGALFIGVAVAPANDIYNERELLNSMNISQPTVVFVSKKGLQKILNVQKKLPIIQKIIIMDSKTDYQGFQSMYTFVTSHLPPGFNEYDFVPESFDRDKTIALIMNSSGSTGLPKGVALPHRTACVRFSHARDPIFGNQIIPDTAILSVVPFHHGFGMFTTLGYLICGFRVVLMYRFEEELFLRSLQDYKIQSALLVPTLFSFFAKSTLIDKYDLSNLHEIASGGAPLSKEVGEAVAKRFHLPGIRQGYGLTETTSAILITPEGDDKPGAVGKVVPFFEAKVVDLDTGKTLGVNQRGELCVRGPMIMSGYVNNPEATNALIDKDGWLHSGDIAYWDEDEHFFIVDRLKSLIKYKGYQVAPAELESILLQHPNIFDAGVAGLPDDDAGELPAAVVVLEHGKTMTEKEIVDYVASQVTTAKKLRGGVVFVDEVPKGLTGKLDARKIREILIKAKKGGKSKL
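Inhibitors were tested against purified firefly luciferase in a biochemical, low-substrate format (both substrates at 10uM) and luminescence measured with a CCD imager.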
SNCA expr inh: reduces expression of the alpha-synuclein gene. HEK-293 SNCA-luciferase knock-in, luminescence, 24 h. Potency, µM (doses to about 57.2 µM), inactives show at the top dose activity change, negative = inhibition, hits mostly inhibitors. 140,000 compounds, 0.17% hits. AID 1671194;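 note: potency is the fitted concentration of half-maximal effect; plate controls were DMSO cells for no effect and cell-free wells for full effect; nearly all actives have a fitted effect of over 45% in size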
GPT2 inhibitor: inhibitors of human GPT2 alanine aminotransferase | Recombinant GPT2, coupled pyruvate oxidase/HRP Amplex Red fluorescence | Potency, µM (highest dose often 57.7 µM), inactives show at the top dose activity change, negative = inhibition, most hits filed as inhibitors | 100,000 compounds, 0.25% hits | AID 1671188; note: potency is the fitted concentration of half-maximal effect; nearly all actives have a fitted effect of over 60% in size; many of its hits are not listed in these tables
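Recombinant GPT2 (10ng/uL) with 250uM a-KG and 2mM L-alanine, 30 min at room temperature, in HEPES pH 7.5 buffer. Pyruvate detected by pyruvate oxidase/HRP/Amplex Red fluorescence after 30 min in the dark; AOA (50uM) as positive control.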
HEK cytotox: kills HEK 293 cells; Potency, µM (series often up to 115 µM), for the others: top-dose activity change, negative = cytotoxicity, usual class: inhibitors; 94,000 compounds, 6.6% hits; HEK 293 viability, ATP luminescence (CellTiter-Glo), 48-72 h; note: potency is the fitted concentration of half-maximal effect; nearly all actives have a fitted effect of over 60% in size
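Cytotoxicity was scored by loss of ATP-coupled luminescence (CellTiter-Glo) in HEK 293 cells. Compound treatment ran 48 or 72 hr at 37 degree Celsius, 5% CO2, 95% humidity.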
IP6K1 inh: blocks human inositol hexakisphosphate kinase 1. AID 1645851. IP6K1 kinase, ADP-Glo luminescence, 2 h; active compounds read low. Q92551. 140,000 compounds, 0.81% hits. activity change, % (series mostly up to about 58 µM); in the data active = activity change below about -25%
Target sequence (Q92551 whole entry, looked up): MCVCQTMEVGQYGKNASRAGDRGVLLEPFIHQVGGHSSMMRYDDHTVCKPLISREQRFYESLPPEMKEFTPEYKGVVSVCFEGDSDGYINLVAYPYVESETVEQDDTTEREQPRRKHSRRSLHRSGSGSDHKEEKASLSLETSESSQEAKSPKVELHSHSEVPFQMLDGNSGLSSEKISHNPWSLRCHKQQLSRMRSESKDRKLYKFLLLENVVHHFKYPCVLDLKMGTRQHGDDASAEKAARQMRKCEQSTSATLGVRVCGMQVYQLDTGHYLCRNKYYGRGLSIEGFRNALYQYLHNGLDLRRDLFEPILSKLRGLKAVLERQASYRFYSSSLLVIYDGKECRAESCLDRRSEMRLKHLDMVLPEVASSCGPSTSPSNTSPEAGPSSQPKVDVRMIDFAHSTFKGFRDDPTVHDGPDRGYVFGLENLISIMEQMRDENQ
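ADP-Glo luminescence measures ADP made by human IP6K1 during a 2 h RT reaction with ATP/IP6 (mix at 1.3 mM/130 uM); top library doses 57.5 and 19.1 uM final.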
SNCA viab count: cell viability loss counter-screen | AID 1671193 | Potency, µM (top dose mostly 57.1 µM), inactives show at the highest dose activity change, negative = cytotoxicity, hits mostly cytotoxic | HEK-293-SNCA-luc viability, GF-AFC fluorescence, 24 h | 150,000 compounds, 0.12% hits;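 note: potency is the fitted concentration of half-maximal effect; 0% = DMSO-treated cells and -100% = medium-only wells without cells; nearly all actives have a fitted effect of over 30% in size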
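HEK-293-SNCA-luc cells (1500/well) plated 24 h, then exposed 24 h to a dilution series; GF-AFC added 30 min at 37C, fluorescence 405/540 nm; normalised to medium-only and DMSO wells, Hill fit.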
NIH3T3 tox: kills NIH 3T3 cells. NIH 3T3 viability, CellTiter-Glo ATP luminescence, 48-72 h. Potency, µM (highest dose often 96.7 µM), for the others: at the highest dose activity change, negative = cytotoxicity, usual class: inhibitors. 94,000 compounds, 4.3% hits. AID 1345082; note: potency is the fitted concentration of half-maximal effect; nearly all actives have a fitted effect of over 55% in size
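Cytotoxicity was measured by CellTiter-Glo ATP luminescence after 48 or 72 h compound exposure at 37 °C. Mouse NIH 3T3 fibroblasts were seeded at 400 cells/well and dosed by 23 nL pin transfer.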
Starred values were filed as active, the others as inactive; i = inactive; ? = inconclusive; . = not tested or not shown; [ ] = dose if it differs, or a comment. Unless noted, calls come from the whole dose curve; as a rule, active = well fitted curve in the direction sought with a large enough effect; inconclusive = small, poorly fitted or top-dose-only effect, or another doubt; inactive = no such curve, though single readings can be large; an effect the other way counts as inactive or inconclusive. Unless noted, % is set by controls: 0 for no effect and ±100 for the full control effect.

The opening 2 compounds, to show the layout:
Key to letters – A = Luciferase inh; B = SNCA expr inh; C = GPT2 inhibitor; D = HEK cytotox; E = IP6K1 inh; F = SNCA viab count; G = NIH3T3 tox
> CCOC(=O)Cc1c(C)nc2c(-c3ccc(Cl)cc3)c(C(F)(F)F)nn2c1C
  A: . | B: -20% | C: . | D: . | E: 14 | F: 19% | G: .
> Cn1nnc2c(N3CCN(c4ccccc4F)CC3)ncnc21
  A: . | B: 19% | C: . | D: . | E: 0 | F: -13% | G: .

The listing, from the first entry:
Key to letters – A = Luciferase inh; B = SNCA expr inh; C = GPT2 inhibitor; D = HEK cytotox; E = IP6K1 inh; F = SNCA viab count; G = NIH3T3 tox
> CCOC(=O)Cc1c(C)nc2c(-c3ccc(Cl)cc3)c(C(F)(F)F)nn2c1C
  A: . | B: -20% | C: . | D: . | E: 14 | F: 19% | G: .
> Cn1nnc2c(N3CCN(c4ccccc4F)CC3)ncnc21
  A: . | B: 19% | C: . | D: . | E: 0 | F: -13% | G: .
> CN1CCN(c2cc(=O)c3ccnc(-c4ccc([S+](C)(=O)[O-])cc4)c3o2)CC1
  A: -4%[172 µM] | B: 0%[87.6 µM] | C: i | D: i | E: -9 | F: 4%[87.6 µM] | G: ?
> COc1ncccc1Nc1cnc2ccc(N3CCOCC3)nn12
  A: -1%[172 µM] | B: 19%[87.6 µM] | C: -75%[88.5 µM] | D: ? | E: -12 | F: -3%[87.6 µM] | G: ?
> CCc1ccc(NC(=O)CCCn2nc(C)c3c(C)n(-c4ccccc4)nc3c2=O)cc1
  A: . | B: 11% | C: . | D: . | E: 14 | F: 7% | G: .
> Cc1oc2c(c1C(=O)NC1CCCN(c3ncccn3)C1)C(=O)CCC2 (configuration not stated)
  A: -21% | B: 6% | C: -9% | D: -11% | E: 5 | F: -10% | G: -21%
> Cc1cc(C)c(NC(=O)Cn2c(=O)n(CC(=O)NCc3ccccc3Cl)c(=O)c3sccc32)c(C)c1
  A: . | B: -7% | C: . | D: . | E: 21 | F: 7% | G: .
> N#Cc1cc(-n2ccnc2-c2cc3n(n2)CCCNC3)ccc1N1CCCC1
  A: 9% | B: 3% | C: -2%[11.5 µM] | D: -9% | E: 52 | F: 5% | G: -11%
> COc1ccc(OC)c(CN2CCNc3cnc(-c4ccccc4)cc3C2)c1
  A: -9%[172 µM] | B: ? | C: -9%[88.5 µM] | D: 56µM* | E: -14 | F: ? | G: 89µM*
> CCCCNc1ncc(-c2ccc(CN3CCOCC3)cn2)c(NC2CCC(O)CC2)n1 (configuration not stated)
  A: . | B: . | C: i | D: . | E: -8 | F: -9%[23.9 µM] | G: .
> Cc1c(Cl)cccc1NC(=O)Cn1c(C)cc2nc3n(c(=O)c21)CCCC3
  A: 2% | B: 5% | C: i | D: -17% | E: -17 | F: -24% | G: -31%
> CN(Cc1nccn1Cc1ccccc1)C(=O)C1NCCc2[nH]cnc21 (configuration not stated)
  A: 3% | B: 10% | C: 1%[11.5 µM] | D: i | E: -12 | F: 2% | G: -4%
> COc1cccc(N2CCN(C(=O)c3c4c(nc5ccccc35)C(=O)N(C3CCCCC3)C4)CC2)c1
  A: . | B: -1% | C: . | D: . | E: 16 | F: 3% | G: .
> Cc1nc(-c2cn(C3CCCN(C(=O)c4c(F)cccc4F)C3)nn2)no1 (configuration not stated)
  A: -1% | B: 14% | C: 2% | D: 11% | E: 15 | F: 11% | G: i
> COCCNC(=O)[C@@H]1C[C@H](Oc2ccccc2)CN1C(=O)c1cc2ccc(OC)cc2[nH]1
  A: -1% | B: -6% | C: 1% | D: -2% | E: 25 | F: -5% | G: -15%

Later entries.
Key to letters – A = Luciferase inh; B = SNCA expr inh; C = GPT2 inhibitor; D = HEK cytotox; E = IP6K1 inh; F = SNCA viab count; G = NIH3T3 tox
> COC[C@@H]1CN(S(=O)(=O)c2cccc(C)c2)C[C@H]1c1ccncc1
  A: -5% | B: ? | C: 2% | D: -14% | E: -7 | F: -8% | G: -20%
> Cc1ccc(-n2nc(C(=O)NC(C)C)c(=O)n(C)c2=O)cc1
  A: . | B: 11% | C: . | D: . | E: 19 | F: -10% | G: .
> O=C(Nc1ccc2c(N3CCOCC3)ncnc2c1)c1cccc(Br)c1
  A: -4% | B: 39%[activator] | C: ? | D: 63µM* | E: 29 | F: -22% | G: ?
> Cn1nc2n(c1=O)CCC(NC(=O)c1n[nH]c3c1CC(C(C)(C)C)CC3)CC2 (configuration not stated)
  A: -14% | B: ? | C: i | D: -2% | E: -5 | F: 4% | G: -6%
> CN1CCC(N(C)C(=O)CC2CCCN(c3cnn(C)c(=O)c3)C2)CC1 (configuration not stated)
  A: . | B: -3% | C: 2% | D: -19% | E: -5 | F: 7% | G: -25%
> CCC(=O)N1Cc2ccccc2CC2(CCCCN2C)C1 (configuration not stated)
  A: . | B: 22%[87.6 µM] | C: i | D: -28%[172 µM] | E: -9 | F: 7%[87.6 µM] | G: ?
> O=C1NC(=NC2CCCCC2)C2(CCCN([S+](=O)([O-])c3ccccc3)C2)N1c1cc(F)cc(F)c1 (configuration not stated)
  A: . | B: ? | C: -21% | D: -13% | E: 2 | F: -5% | G: -18%
> CC(C)(C)C(=O)N1CC[C@H]2CC(=O)N([C@@H](Cc3ccccc3)C(N)=O)CC[C@H]2C1
  A: 16%[172 µM] | B: -9%[87.6 µM] | C: 2%[88.5 µM] | D: -12%[172 µM] | E: 28 | F: 8%[87.6 µM] | G: -15%[138 µM]
> COc1ccc(C(=O)N2CCC3(CC2)Cc2ccccc2NC3=O)cc1
  A: -13% | B: 2% | C: i | D: 22µM* | E: -6 | F: -41% | G: 35µM*
> O=C(NC1CC1)c1cc(-c2ccccc2F)cc2c1OCCN2Cc1cccnc1
  A: -3%[172 µM] | B: 32%[87.6 µM] | C: -4%[88.5 µM] | D: 100µM* | E: -26* | F: ? | G: 89µM*
> CCn1ncc(N2CCC(NC(=O)CC(C)(C)C)CC2)cc1=O
  A: 4% | B: 3% | C: i | D: -7% | E: 13 | F: 0% | G: -11%
> Cc1ccccc1C(=O)N1CCc2[nH]nc(C(=O)NCCCc3ccccc3)c2C1
  A: -24% | B: 0% | C: i | D: ? | E: 5 | F: -7% | G: ?
> COC[C@H]1CCCN1C(=O)C[C@@H]1O[C@H](CNS(=O)(=O)c2ccccc2)[C@@H](O)[C@H]1O
  A: 8%[172 µM] | B: 6%[87.6 µM] | C: ? | D: -9%[172 µM] | E: 8 | F: 1%[87.6 µM] | G: -19%[174 µM]
> O=C(NCCCc1ccccc1)C1CN(c2ccc(Cl)cc2)C(=O)N1 (configuration not stated)
  A: -2% | B: -26% | C: i | D: -24% | E: -3 | F: 6% | G: -17%
> CCOCC(=O)N[C@@H]1CN(c2ccncn2)C[C@H]1CN(C)C
  A: -2% | B: -6% | C: i | D: i | E: -3 | F: 1% | G: 5%

Results in NIH3T3 tox (six entries from above):
structure,NIH3T3 tox
O=C(Nc1ccc2c(N3CCOCC3)ncnc2c1)c1cccc(Br)c1,?
Cn1nc2n(c1=O)CCC(NC(=O)c1n[nH]c3c1CC(C(C)(C)C)CC3)CC2 (configuration not stated),-6%
CN1CCC(N(C)C(=O)CC2CCCN(c3cnn(C)c(=O)c3)C2)CC1 (configuration not stated),-25%
CCC(=O)N1Cc2ccccc2CC2(CCCCN2C)C1 (configuration not stated),?
O=C1NC(=NC2CCCCC2)C2(CCCN([S+](=O)([O-])c3ccccc3)C2)N1c1cc(F)cc(F)c1 (configuration not stated),-18%
CC(C)(C)C(=O)N1CC[C@H]2CC(=O)N([C@@H](Cc3ccccc3)C(N)=O)CC[C@H]2C1,-15%[138 µM]

Next section.
Key to letters – A = Luciferase inh; B = SNCA expr inh; C = GPT2 inhibitor; D = HEK cytotox; E = IP6K1 inh; F = SNCA viab count; G = NIH3T3 tox
> O=C(Cn1cccn1)N1CC[C@@H]2[C@@H](CCC(=O)N2CCc2cnc[nH]2)C1
  A: 4% | B: -18% | C: 5% | D: -22% | E: 23 | F: 7% | G: -7%
> CC(C)CC(=O)N1CCC2(CC1)CC(Cc1cccc(F)c1)CCO2 (configuration not stated)
  A: -5% | B: -8% | C: ? | D: ? | E: 16 | F: -3% | G: ?
> CS(=O)(=O)N1CCCN(Cc2cn[nH]c2C(=O)O)CC1
  A: 6% | B: 7% | C: 0% | D: i | E: 9 | F: 2% | G: 3%
> COc1ccc(C(=O)N2CCc3ccc(C(=O)Nc4ccc5c(c4)OCCO5)cc32)cc1
  A: 3.2µM* | B: ? | C: 2% | D: ? | E: -7 | F: ? | G: ?
> C[C@@H](NC(=O)C1CCCC1)c1onc(-c2cccnc2)c1C(=O)O
  A: 3%[172 µM] | B: -2%[87.6 µM] | C: -4%[88.5 µM] | D: i | E: 14 | F: -4%[87.6 µM] | G: -2%[138 µM]
> Cn1nccc1C(=O)NCCc1noc(-c2ccccc2)n1
  A: -11% | B: -3% | C: i | D: ? | E: 25 | F: 1% | G: -18%
> CC(=O)Nc1ccc(NC(=O)Cn2c(=O)ccc3cc(S(=O)(=O)N4CCC(C)CC4)ccc32)cc1
  A: . | B: -15% | C: . | D: . | E: 9 | F: 7% | G: .
> CCc1c(-c2ccccc2)nc2ccccc2c1C(=O)NC(C)c1ccccc1 (configuration not stated)
  A: . | B: -26% | C: . | D: . | E: -11 | F: -26% | G: .
> C=CC(=O)N1CCc2ccc(-n3c(=O)ccc4cnc5ccc(-c6cnn(C)c6)cc5c43)cc21
  A: . | B: ? | C: -29% | D: . | E: . | F: ? | G: .
> CC(C)c1ccc(CN2C[C@@H]3C(=O)N(CCCN4CCCC4=O)C(=O)[C@@H]3C2)cc1
  A: -3% | B: 7% | C: -8% | D: ? | E: 0 | F: -12% | G: -17%
> Cc1nc2nc[nH]n2c(=O)c1CCC(=O)Nc1ccc(F)cc1
  A: . | B: 5% | C: . | D: . | E: 22 | F: 5% | G: .
> CCOC(=O)c1nc(Nc2ccc(C(=O)OC)cc2)c2ccccc2n1
  A: . | B: 6% | C: . | D: . | E: -2 | F: 1% | G: .
> Cc1ccccc1S(=O)(=O)N1CC[C@@H]2CN(c3cnccn3)[C@@H]2C1
  A: -12% | B: ? | C: i | D: 0% | E: 6 | F: -8%[12.5 µM] | G: -15%
> CSc1ncc(C(=O)NCc2ccc(F)cc2)c(-c2ccccc2)n1
  A: . | B: 3% | C: . | D: . | E: -14 | F: 28% | G: .
> Cc1nn(CCO)cc1-c1c(-c2ccccc2)ncn1CC(=O)O
  A: -19% | B: -6% | C: i | D: -9% | E: -19 | F: -3% | G: 0%
> CSc1ccc2c(c1)N(CCC1CCCCN1C)c1ccccc1S2 (configuration not stated)
  A: . | B: -13% | C: -2% | D: . | E: 2 | F: -15% | G: .
> COc1ccc(N2CCN(CC(O)COc3ccc(C(C)(C)C)cc3)CC2)cc1 (configuration not stated)
  A: . | B: 3% | C: . | D: . | E: -29* | F: -6% | G: .
> Cc1ccccc1C(=O)n1nc(-c2ccco2)nc1NCc1ccc(Cl)cc1
  A: . | B: -3% | C: . | D: . | E: -7 | F: 10% | G: .

Assay outcomes deposited in PubChem BioAssay by National Center for Advancing Translational Sciences (NCATS).
